Screening data from PubChem.
GLP-1R agonist – qHTS of GLP-1 Receptor Agonists; AID 624172, 2012; HEK293 GLP-1R CRE-luciferase, luminescence, 4-6 h; cells express a hypersensitive GLP-1R form; 380,000 compounds, 0.007% hits; Potency, µM (series often up to 45.6 µM), for inactives: top-dose activation, hits mostly activators; note: potency is the fitted concentration of half-maximal effect; % of control where 0% means no effect
Target sequence (P43220 whole entry, looked up): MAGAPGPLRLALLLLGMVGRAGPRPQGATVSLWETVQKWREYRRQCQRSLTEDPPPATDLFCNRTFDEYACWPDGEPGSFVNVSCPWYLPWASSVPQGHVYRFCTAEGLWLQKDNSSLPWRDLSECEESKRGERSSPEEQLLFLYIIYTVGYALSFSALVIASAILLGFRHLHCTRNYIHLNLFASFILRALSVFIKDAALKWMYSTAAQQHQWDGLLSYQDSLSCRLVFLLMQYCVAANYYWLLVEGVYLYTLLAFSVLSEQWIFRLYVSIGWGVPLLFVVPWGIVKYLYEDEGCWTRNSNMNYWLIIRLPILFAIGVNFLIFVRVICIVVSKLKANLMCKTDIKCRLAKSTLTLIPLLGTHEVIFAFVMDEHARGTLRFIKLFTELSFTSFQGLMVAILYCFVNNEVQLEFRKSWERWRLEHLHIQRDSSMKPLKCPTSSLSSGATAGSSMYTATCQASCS
TDP43 rescue – qHTS of TDP-43 Inhibitors; TDP-43 expressing yeast growth rescue, BacTiter-Glo, 24 h; Potency, µM (series often up to 46.1 µM), for inactives: at the top dose growth rescue (activation), usual class: activators; 410,000 compounds, 1.8% hits; note: potency is the fitted concentration of half-maximal effect; % of control where 0% means no effect; nearly all actives have a fitted effect of over 50% in size
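Growth rescue of TDP-43-toxic yeast measured as ATP luminescence (BacTiter-Glo). Cells grown to mid-log in raffinose, induced in galactose at OD600=0.02, exposed to compound 24 hr at 30 deg C.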
PTHR1 ag – qHTS for PTHR1 Agonists: Primary Screen | Parathyroid hormone/parathyroid hormone-related peptide receptor (Homo sapiens), Q03431 | HEK293 GP2 PTHR1 cells, GloSensor cAMP luminescence, 1 h | Potency, µM (series often up to 115 µM), for inactives: at the top dose activation, actives largely listed as activators | 410,000 compounds, 0.075% hits | AID 743266, 2014; note: potency is the fitted concentration of half-maximal effect; nearly all actives have a fitted effect of over 55% in size; some results filed as inactive show a strong effect at the top dose; inactives centre near -15; many of its hits are not listed in these tables
Target sequence (Q03431 whole entry, looked up): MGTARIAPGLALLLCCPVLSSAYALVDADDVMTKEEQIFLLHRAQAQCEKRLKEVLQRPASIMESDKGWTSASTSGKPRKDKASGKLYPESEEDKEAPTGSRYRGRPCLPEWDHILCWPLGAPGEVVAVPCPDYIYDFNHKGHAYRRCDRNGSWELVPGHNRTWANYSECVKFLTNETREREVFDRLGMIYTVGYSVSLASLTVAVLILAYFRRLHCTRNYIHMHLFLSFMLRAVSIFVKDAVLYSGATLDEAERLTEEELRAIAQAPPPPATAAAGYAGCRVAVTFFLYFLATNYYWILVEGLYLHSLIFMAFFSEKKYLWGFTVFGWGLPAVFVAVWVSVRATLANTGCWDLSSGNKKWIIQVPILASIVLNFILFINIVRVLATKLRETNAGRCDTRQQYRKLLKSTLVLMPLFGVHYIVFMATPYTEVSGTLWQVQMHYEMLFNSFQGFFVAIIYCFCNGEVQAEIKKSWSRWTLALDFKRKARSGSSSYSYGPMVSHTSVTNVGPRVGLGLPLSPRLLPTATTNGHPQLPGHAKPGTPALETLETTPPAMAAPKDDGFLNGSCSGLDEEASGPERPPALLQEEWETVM
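HEK-293-derived GP2 cells expressing PTHR1 and a GloSensor cAMP reporter, 3,000/well, plated overnight, given luciferin plus IBMX (each 0.5 mM as added) for 1 h at 37 °C, then compound for 1 h at 37 °C. Luminescence was read after 15 min at room temperature.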
FUS suppressor – qHTS for Suppressors of FUS Proteinopathy: Primary screen using FUS-linked yeast assay; Potency, µM (doses to about 76.6 µM), for the others: at the highest dose growth rescue (activation), usual class: activators; S. cerevisiae FUS-expressing, growth rescue, OD600, 24 h; 390,000 compounds, 0.24% hits;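 note: potency is the fitted concentration of half-maximal effect; plate controls were DMSO vehicle for no effect and reference control for full effect; nearly all actives have a fitted effect of over 55% in size; some results filed as inactive show a strong effect at the top dose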
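Restored growth of FUS-toxic S. cerevisiae, read as 600 nm absorbance after 24 h at 30C in galactose medium (starting OD 0.005). Controls CP55940 and DMSO.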
D3 antag – qHTS of D3 Dopamine Receptor Antagonist: qHTS; D3R cells, DiscoveRx beta-arrestin luminescence, antagonist mode; active compounds read low; max response, negative = inhibition, %; 360,000 compounds, 2.5% hits; in the data active = max response below about -50%; inconclusive = no clear call, values can overlap the other calls; note: % is set by controls: 0 for no effect and ±100 for the full control effect; mostly tested at two doses, the higher about 12 µM
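Cells plated overnight at 1500 cells/well, then exposed to library compounds with dopamine controls for 90 minutes at 37 degrees C. DiscoveRx reagent added for 30–60 minutes at room temperature; luminescence read, quantitative HTS format.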
aSyn rescue – qHTS of alpha-syn Inhibitors | Yeast expressing alpha-synuclein, growth rescue, BacTiter-Glo, 24 h | Potency, µM (series often up to 46.1 µM), without a hit: top-dose growth rescue (activation), hits mostly activators | 370,000 compounds, 0.14% hits | AID 652106, 2013; note: potency is the fitted concentration of half-maximal effect; % of control where 0% means no effect; nearly all actives have a fitted effect of over 65% in size
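Galactose-induced alpha-syn yeast (OD600=0.02, raffinose-pregrown) + pinned cpd, 24 hr, 30 deg C; growth by BacTiter-Glo luminescence. Growth restoration scores as activation.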
GLP-1R inv ag – qHTS of GLP-1 Receptor Inverse Agonists (Inhibition Mode); Potency, µM (highest dose often 38.3 µM), for the others: at the highest dose activity change, negative = inhibition, hits mostly inhibitors; Glucagon-like peptide 1 receptor (Homo sapiens), P43220; AID 624417, 2012; 410,000 compounds, 1.6% hits; HEK293 GLP-1R CRE-luciferase, luminescence, 24 h; GLP-1R form is constitutively active; note: potency is the fitted concentration of half-maximal effect; % is set by controls: 0 for no effect and ±100 for the full control effect; nearly all actives have a fitted effect of over 55% in size
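HEK293 cells stably co-expressing a cAMP-responsive luciferase reporter and constitutively active GLP-1R were seeded, incubated 12 h, then exposed to compounds for 24 h at 37 C. Luminescence was read 12 min after detection reagent; inverse agonists lower signal.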
Abeta rescue – qHTS for compounds that reverse cellular toxicity of Amyloid beta (A-beta) peptide in yeast: Primary Screen | yeast expressing A-beta42, growth rescue, OD600, 48 h; response scale: 0% DMSO, 100% iron-clioquinol control | Potency, µM (highest dose often 46.1 µM), for inactives: at the highest dose growth rescue, usual class: activators | 410,000 compounds, 0.063% hits; note: potency is the fitted concentration of half-maximal effect; nearly all actives have a fitted effect of over 55% in size
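Growth rescue measured by 600 nm absorbance after 48 h yeast culture at 30 C with compound. Values normalized between DMSO and an equimolar ferric chloride plus clioquinol control.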
pAkt inh – HTS Assay for Inhibitors of Akt Phophorylation: Primary Screen; Neuro2A IGF-stimulated pAkt S473 HTRF, 20 min; active compounds read low; activity change, % for hits at 50 µM; 360,000 compounds, 0.32% hits; AID 651550, 2012; in the data active = activity change below about -80%; inconclusive = mostly about -51% to -80%; note: % is set by controls: 0 for no effect and ±100 for the full control effect
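Neuro2A cells in DMEM with 0.5% FBS, overnight at 37 deg C, given compound at single 50 µM final, then IGF (6 nM final) for 20 min at 37 deg C. Lysed; phospho-Akt Ser473 by HTRF after 24 h, 665/615 ratio.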
Numbers without * were called inactive; i = inactive; ? = inconclusive; nt = not tested or not shown; & = joins results of further samples; [ ] = remark or other dose. Unless noted, calls come from the whole dose curve; as a rule, active = well fitted curve in the direction sought with a large enough effect; inconclusive = small, poorly fitted or top-dose-only effect, or another doubt; inactive = no such curve, though single readings can be large; an effect the other way counts as inactive or inconclusive. Some of the compounds tested; rates above refer to the full screens.

Structure | GLP-1R agonist | TDP43 rescue | PTHR1 ag | FUS suppressor | D3 antag | aSyn rescue | GLP-1R inv ag | Abeta rescue | pAkt inh
Cc1nc2sc(C(c3cccc(F)c3)N3CC(C)OC(C)C3)c(O)n2n1 (configuration not stated) | -1% | 23% | i | 5% | 0 | -1% | 5% | -6% | i
Cc1cccc(NC(=O)C(CCC(N)=O)NC(=O)OCc2ccccc2)c1 (configuration not stated) | 5% | 0% | i | -22% | 3 | -1% | 6% | -5% | i
COc1ccc(NC(=O)CN(C)S(=O)(=O)c2ccc(Cl)cc2)c([N+](=O)[O-])c1 | -6% | -16% | -5% | 33% | -8 | 1% | 5% | -12% | i
Fc1ccc(/C=N/NC(=S)Nc2ccc(Cl)cc2)cc1F | -15% | ? | i | nt | -26 | 2% | ? | 7% | i
O=C(Nc1ccncc1)c1cc(-c2ccccn2)nc2ccccc12 | 10% | 2% | -11% | 3% | 3 | -2% | ? | -15% | i
CCCOc1cccc(OCC(=O)Nc2nc3ccccc3[nH]2)c1 | 0% | 15% | i | nt | -4 | -12% | -8% | 4% | i
N#Cc1ccc2ccn(CC(=O)NCc3ccccc3)c2c1 | -5% | -5% | -1%[57.5 µM] | 9% | -3 | 0% | -14% | -5% | i
CCOc1ccccc1C(C(=O)NC1CCCC1)N(C(=O)c1csnn1)C1CC1 (configuration not stated) | -1% | -14% | i | -1% | 4 | 1% | 1% | 0% | i
Cc1cccc(/N=C/C2=C(O)CC(C)(C)CC2=O)n1 | -1% | 2% | i | -32% | 18 | 3% | 7% | -20% | i
CN(c1ccccc1)S(=O)(=O)c1cccc(C(=O)OCC(=O)Nc2ccc3[nH]c(=O)[nH]c3c2)c1 | 5% | 13% | i | 24% | -2 | 1% | 29% | 1% | i

Later entries.
Structure | GLP-1R agonist | TDP43 rescue | PTHR1 ag | FUS suppressor | D3 antag | aSyn rescue | GLP-1R inv ag | Abeta rescue | pAkt inh
COc1ccccc1NC(=O)COC(=O)C1CC1 | 7% | -8%[1.82 µM] | i | 10% | 1 | 1% | 13% | 2% | i
CCOc1ccc(-n2c(SCC(=O)Nc3ccc(CC)cc3)nc3n[nH]c(C)c3c2=N)cc1 | 5% | -5% | -5% | 18% | -23 | 5% | ? | -14% | i
COc1ccc(N(CC(=O)NCCSCc2ccco2)S(=O)(=O)c2ccc(C)cc2)cc1 | -3% | 3% | -10% | ? | 8 | 8% | ? | -8% | i
Cn1nnnc1Sc1ccc(C(=O)O)cc1[N+](=O)[O-] | 1% | -8% | i | -20% | -5 | -6% | -10% | 4% | i
Cc1nc2ccc(C(=O)O)cc2[nH]1 | 4% | 1% | i | -3% | 12 | -3% | -14% | -6% | i
CCN1CCCC1CNC(=O)c1c(O)c2c([nH]c1=O)CCCC2 (configuration not stated) | -6% | 8% | i | 11% | -11 | 0% | ? | 12% | i
Cn1ncc(Cl)c1C(=O)NCc1ccc2c(c1)OCO2 | 4% | ? | -33%[inhibitor] | 8% | 3 | 12% | -25% | -8% | i
CCOc1ccc(-n2nnc3c(=O)n(C/C=C/c4ccccc4)cnc32)cc1 | -1% | 1% | -21% | -16% | 9 | -2% | -14% | 9% | i
CC(=O)Nc1ccc(CN2CCC2(C)C(=O)NC2CCN(Cc3ccccc3)CC2)cc1 (configuration not stated) | -1% | 17% | i | -17% | 6 | -5% | 15% | -13% | i
O=C(NNC(=S)NCc1ccccc1)c1ccccc1OC(F)F | 2% | -8% | -6% | nt | ? | -11% | 0% | 1% | i

The results go on.
Structure | GLP-1R agonist | TDP43 rescue | PTHR1 ag | FUS suppressor | D3 antag | aSyn rescue | GLP-1R inv ag | Abeta rescue | pAkt inh
COc1ccc(Br)cc1CNC(=O)c1ccc2nc(C(C)C)oc2c1 | nt | 9% | i | 5% | nt | nt | -3% | -2% | nt
Cc1ccc2nc(N3CCN(c4cccc(C)c4C)CC3)c3nnnn3c2c1 | -14% | ? | 0%&-44% | 8%&1% | 4 | 5% | 11%&4% | -3%&0% | i
Cc1cccc(C)c1OCC(=O)Nc1oc(-c2ccccc2)c(-c2ccccc2)c1C#N | -17% | 23% | -34%[inhibitor] | nt | 26 | 8% | 10µM* | -1% | i
Cc1ccc(NCc2ccc(Cl)nc2)c(NCc2ccc(Cl)nc2)c1 | 12% | -4% | -15% | 10% | 5 | 4% | -8% | 15% | i
C[C@H](NC(N)=O)C(=O)OCC(=O)Nc1ccc(OC(F)F)cc1 | -2% | 25% | 9% | -13% | 4 | 3% | -4% | 0% | i
O=C(O)CCn1c(=O)sc2ccccc21 | 7% | 17% | 17% | 27% | -4 | 6% | 2% | -3% | i
COc1cc(NC(=O)c2ccc(Cl)cc2)c(OC)cc1Cl | 4% | -19% | -36%[inhibitor] | 10% | 10 | -18% | 1% | 11% | i
Cc1cc(C(=O)CSc2nnc3c(Cl)cc(Cl)cn23)c(C)n1C | -3% | 14% | i | -15% | 11 | -8% | 1% | 9% | i
COc1ccc(/C=N/NC(=O)CN(c2ccc(OC)cc2)S(=O)(=O)c2ccccc2)cc1 | 16% | -2% | -15% | -12% | -1 | 0% | -22% | -7% | i
CC(C)N(C(=O)Cn1cc(S(=O)(=O)CC(=O)NCc2ccccc2)c2ccccc21)C(C)C | 6% | 10% | i | nt | 0 | 0% | -21% | -7% | i

Further records:
Structure | GLP-1R agonist | TDP43 rescue | PTHR1 ag | FUS suppressor | D3 antag | aSyn rescue | GLP-1R inv ag | Abeta rescue | pAkt inh
O=C(NCc1ccccc1Cl)c1ccc(NC2=NC3CS(=O)(=O)CC3S2)cc1 (configuration not stated) | -4% | -6% | i | 12% | -17 | 0% | 21% | -14% | i
Cc1ccccc1OCC(=O)OCC(=O)Nc1ccc(Cl)cn1 | 11% | 1% | i | -5% | 5 | -5% | -2% | 27% | i
O=C(CSc1nc2ccc([N+](=O)[O-])cc2s1)NC1CCS(=O)(=O)C1 (configuration not stated) | 0% | 20% | i | 16% | 5 | -1% | 8% | -14% | i
CCOC(=O)c1[nH]c(CSc2nnc(-c3ccc(OC)cc3)o2)c(C(=O)OCC)c1C | -3% | -21% | -4%[57.5 µM] | 21% | 2 | -4% | -12% | 7% | i
COc1cccc(C(=O)C2CCCN(Cc3cccn3-c3cccnc3)C2)c1 (configuration not stated) | 22% | -15%[9.22 µM] | -11% | 3% | 3 | 0% | ? | 11% | i
COc1ccc(C(=O)Nc2ccccc2)cc1NC(=O)c1cccs1 | 13% | -3% | i | nt | 5 | 9% | -12% | -22% | i
CC1CCCC(NC(=O)COC(=O)CN2C(=O)C3CCCCC3C2=O)C1C (configuration not stated) | 4% | -30%[inhibitor] | -3% | 14% | 9 | -2% | 3% | 0% | i
CCCNS(=O)(=O)c1ccc(OCC(=O)N2CCCC2)cc1 | 3% | -7% | i | 1% | 3 | -10% | 8% | ? | i
Cc1nn(C(=O)c2ccccc2F)c(C)c1S(=O)(=O)N1CCCCCC1 | -3% | 20% | -15% | 3% | nt | nt | 8% | -6% | nt
CS(=O)(=O)N1Cc2cc(C(=O)NCC3CCCCC3)nc(-c3cccc(-c4cccnc4)c3)c2[C@H]1CCO | 17% | -4% | -44%[inhibitor] | ? | -21 | -4% | 26% | -23% | i

Next part.
Structure | GLP-1R agonist | TDP43 rescue | PTHR1 ag | FUS suppressor | D3 antag | aSyn rescue | GLP-1R inv ag | Abeta rescue | pAkt inh
Cn1cnnc1SCc1ccc(C(=O)n2ncc(C#N)c2N)cc1 | -10% | 0% | i | 21% | 14 | -5% | 0% | 22% | i
CC1=CC(=C(C#N)C#N)C=C(C)N1CCN1CCNCC1 | -3% | -8%[9.22 µM] | -22% | 15% | -1 | 1% | -3% | -14% | i
CCCc1cc(=O)n2[nH]c(-c3cc(OC)c(OC)c(OC)c3)nc2n1 | 2% | -5% | i | -5% | 43 | 3% | 31%[activator] | 6% | i
COC(=O)C1(C)NC(c2ccccc2C)C2C(=O)N(c3ccccc3)C(=O)C21 (configuration not stated) | -2% | -21% | -27% | -13% | -5 | -10% | 21% | -1% | i
CCOc1ccc(NC(=O)C2CCC(N3C(=O)C4CC=CCC4C3=O)CC2)cc1 (configuration not stated) | 1% | 0% | -8%[57.5 µM] | 9% | 20 | 1% | ? | 7% | i
COc1ccc(Cl)cc1C(=O)NNC(=O)CSc1nnnn1C | -1% | 10% | -4% | 20% | -7 | -3% | -10% | -16% | i
COC(=O)C1=C(N)OC2=C(C(=O)CCC2)C1c1cccnc1 (configuration not stated) | 6% | 12% | -16% | -4% | -6 | -1% | -9% | 3% | i
COc1ccc(-c2nnc(SCCC(=O)O)n2-c2ccccc2)cc1 | 7% | -22% | i | 9% | 14 | -13% | 0% | 3% | i
Cc1sc(C(=O)NCc2cccnc2)c2nc(C)n(CC(=O)NCc3cccnc3)c(=O)c12 | -5% | -6% | i | 7% | 5 | 0% | 4% | 10% | i
NS(=O)(=O)c1cccc(NC(=O)COC(=O)Cn2cnc3ccccc32)c1 | -5% | -7% | -25% | 11% | 20 | 9% | -18% | -6% | i
COc1ccc(/C=C2\C(=O)ON=C2c2ccccc2)cc1OC | 5% | ? | i | -5% | 11 | ? | 58%[activator] | -31%[inhibitor] | i
CCOc1ccccc1N(CC(=O)Nc1ccc(S(=O)(=O)N2CCOCC2)cc1)S(=O)(=O)c1ccccc1 | -4% | 14% | i | 13% | 39 | -2% | 0% | 29% | -127%*
N=C1C(c2nc3ccccc3s2)=C(O)CN1NC(=O)c1ccccc1[N+](=O)[O-] | 8% | ? | -7% | -7% | -2 | -4% | 22% | 0% | i
